# High-throughput results: PubChem BioAssay, National Center for Advancing Translational Sciences (NCATS)
# TrxR1 substrate: substrates of rat thioredoxin reductase 1. O89049. purified TrxR1 substrate turnover, NADPH consumption readout. Potency, µM (top dose mostly 114 µM), for inactives: top-dose activity change, negative = substrate turnover. actives 0.01% (n = 390,000); further: potency means the concentration at half of the fitted maximal effect; on the % scale 0 is the no-effect control and ±100 the full control effect; nearly all actives have a fitted effect of over 50% in size
#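 Rat TrxR1, dispensed at 90 nM, was prereduced with 400 uM NADPH (final) for 5 min at ~22 deg C, then incubated with compound 15 min before 400 uM selenite. A first-read NADPH fluorescence drop versus no-compound background flagged substrates.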
# TRHR ag: TRH receptor (human) agonism; P34981; TRHR cells, calcium flux fluo-8, FDSS agonist mode; activation, % at 2 µM; actives 0.18% (n = 360,000); AID 493084; in the data active means activation above about 30%; further: 0% is about no effect
#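 Fluo-8-loaded TRHR cells; 10 s baseline, compound added, kinetic Ca2+ fluorescence read 1/s, agonist mode.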
# rTrxR1 inhibitor: rat TrxR1 inhibition. Potency, µM (titrated, usually from 114 µM), for inactives: at the top dose activity change, negative = inhibition, actives largely listed as inhibitors. O89049. recombinant rTrxR1, NADPH fluorescence consumption, selenite substrate. actives 1% (n = 390,000); further: potency means the concentration at half of the fitted maximal effect; on the % scale 0 is the no-effect control and ±100 the full control effect; nearly all actives have a fitted effect of over 65% in size
#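 Rat TrxR1 (90 nM in the dispensed reagent) was pre-reduced with 400 uM NADPH for 5 min at room temperature, then incubated with compound for 15 min. After 400 uM selenite was added, NADPH fluorescence (Ex 340/Em 450 nm) was followed for 8 min.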
# D2 agonist: agonists of human D2 dopamine receptor | actives 0.53% (n = 340,000) | AID 485358 | P14416 | HEK293 T-REx D2 cells, calcium flux agonist mode | activation, % at 2 µM;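 active means activation over 3 SD above normal in the single-dose calcium agonist read, cut at about 30% in these data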; further: 0% is about no effect
#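 In this primary screen, compounds producing a positive calcium signal within 180 s of addition to tetracycline-induced, force-coupled HEK293 Trex D2 cells are flagged; cells are dye-loaded with a no-wash calcium kit beforehand.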
# mIDH1 inhibitor: blocks human mutant IDH1 R132H enzyme. O75874. IDH1-R132H enzyme, NADPH consumption, diaphorase/resazurin fluorescence. Potency, µM (titrated, usually from 76.6 µM), for inactives: at the highest dose activity change, negative = inhibition, hits mostly inhibitors. actives 0.093% (n = 390,000). AID 602179; further: potency means the concentration at half of the fitted maximal effect; on the % scale 0 is the no-effect control and ±100 the full control effect; nearly all actives have a fitted effect of over 65% in size
#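 IDH1-R132H (0.5 ug/mL dispensed) in pH 7.5 Tris buffer was preincubated 30 min with compound, then given a substrate mix of 0.016 mM NADPH and 2 mM alpha-KG for 80 min at room temperature; remaining NADPH was read by diaphorase/resazurin fluorescence.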
# Pin1 inh: human Pin1 inhibition | Potency, µM (highest dose often 115 µM), for the others: top-dose activity, negative = inhibition, hits mostly inhibitors | Q13526 | actives 0.009% (n = 390,000) | Pin1 FP peptide displacement, HiFluor488, 10 min; active means well fitted inhibition curve with a large enough effect in the polarisation, with a control signal flat, not every such curve was filed as active; inconclusive means small, poorly fitted or top-dose-only effect, or effect the other way, or a change in a side signal; inactive means no such curve, though single readings can be large or run the other way; the % refers to the polarisation; further: potency means the concentration at half of the fitted maximal effect; on the % scale 0 is the no-effect control and ±100 the full control effect
# Target sequence (Q13526 whole entry, looked up): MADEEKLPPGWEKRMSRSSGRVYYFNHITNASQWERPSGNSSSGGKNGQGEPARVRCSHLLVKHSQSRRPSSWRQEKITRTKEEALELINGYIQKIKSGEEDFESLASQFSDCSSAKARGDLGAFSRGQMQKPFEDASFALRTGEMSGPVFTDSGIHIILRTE
# USP1-UAF1 inh: inhibitors of human USP1/UAF1 deubiquitinase; Potency, µM (highest dose often 57.1 µM), inactives show top-dose activity change, negative = inhibition, most hits filed as inhibitors; O94782; actives 0.23% (n = 390,000); recombinant USP1/UAF1, Ub-Rhodamine cleavage fluorescence; further: potency means the concentration at half of the fitted maximal effect; on the % scale 0 is the no-effect control and ±100 the full control effect; nearly all actives have a fitted effect of over 60% in size; inactives centre near -12
# Target sequence (O94782 whole entry, looked up): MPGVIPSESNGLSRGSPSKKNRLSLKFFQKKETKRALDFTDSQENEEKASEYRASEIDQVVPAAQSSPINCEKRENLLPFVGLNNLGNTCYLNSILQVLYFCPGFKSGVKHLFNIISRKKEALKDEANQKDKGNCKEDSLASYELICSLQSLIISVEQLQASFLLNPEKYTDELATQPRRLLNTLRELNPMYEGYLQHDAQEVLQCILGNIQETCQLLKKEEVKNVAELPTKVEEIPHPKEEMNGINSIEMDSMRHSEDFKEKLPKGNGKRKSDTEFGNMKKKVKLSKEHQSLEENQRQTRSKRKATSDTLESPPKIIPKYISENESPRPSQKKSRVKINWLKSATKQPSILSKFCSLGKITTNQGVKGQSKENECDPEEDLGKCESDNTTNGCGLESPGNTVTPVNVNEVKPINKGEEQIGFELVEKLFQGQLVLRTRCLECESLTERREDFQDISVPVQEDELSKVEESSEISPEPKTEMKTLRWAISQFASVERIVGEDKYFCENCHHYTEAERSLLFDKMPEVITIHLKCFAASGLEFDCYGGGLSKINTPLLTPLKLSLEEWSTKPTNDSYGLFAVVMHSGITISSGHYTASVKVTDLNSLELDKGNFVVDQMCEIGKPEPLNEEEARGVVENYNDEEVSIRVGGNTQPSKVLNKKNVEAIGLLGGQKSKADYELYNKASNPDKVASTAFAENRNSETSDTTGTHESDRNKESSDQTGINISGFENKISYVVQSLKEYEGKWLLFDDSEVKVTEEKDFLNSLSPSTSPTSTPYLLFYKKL
#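 USP1/UAF1 complex (1 nM) preincubated 15 min at room temperature with compound, then Ub-Rho substrate (150 nM final) added. Kinetic fluorescence at 480/540 nm over 6 reads at 60 s intervals; 50 mM HEPES pH 7.8, 0.5 mM EDTA, 0.1 mg/ml BSA, 1 mM TCEP, 0.01% Tween-20.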
# TRHR enhancer: TRH receptor (human) allosteric enhancement; P34981; TRHR cells, fluo-8 calcium fluorescence, EC20 TRH enhancement; enhancement, % at 2 µM; actives 0.66% (n = 360,000); in the data active means enhancement above about 30%; further: 0% is about no effect
#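 Enhancer read-out: after compound pinning and an initial kinetic agonist-mode read, an EC20 of TRH (10 nM final) was injected and fluo-8 calcium signal (Ex 480/Em 530) followed at 1 s/cycle for 100 cycles in TRHR-expressing cells.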
# D2 antag: antagonists of human D2 dopamine receptor; actives 2% (n = 340,000); inhibition, % at 10 µM; P14416; AID 485344; HEK293 TREx D2 cells, calcium flux, dopamine EC80; in the data active means inhibition above about 30%; further: 0% is about no effect
#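 Dopamine at EC80 is the agonist stimulus; test compounds precede it by 180 s. Calcium flux read kinetically in a force-coupled, inducible HEK293 T-REx D2 cell line.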
# Active calls of the source: *; ? = inconclusive; . = not tested or not shown; & = joins results of further samples; [ ] = remark or other dose. Unless noted, the call rests on the fitted dose curve; in most records, active means well fitted inhibition curve with a large enough effect; inconclusive means small, poorly fitted or top-dose-only effect; inactive means no such curve, though single readings can be large or run the other way.
# Abbreviations: A = TrxR1 substrate; B = TRHR ag; C = rTrxR1 inhibitor; D = D2 agonist; E = mIDH1 inhibitor; F = Pin1 inh; G = USP1-UAF1 inh; H = TRHR enhancer; I = D2 antag
Cc1cccc(C)c1NC(=O)CC(C)c1ccccc1 (stereo not given)
  A: -10%[57.1 µM]; B: 0.5; C: 7%[57.1 µM]; D: -1.3; E: -1%; F: 1%; G: ?; H: -9; I: -4
Cc1cc(Br)ccc1SCC(=O)OCC(=O)NC(C)c1ccccc1 (stereo not given)
  A: -2%; B: -0.4; C: 3%; D: -0.8; E: 0%; F: 2%; G: -5%; H: -7; I: -2
CCCc1nnc(SCC(=O)N2CCOCC2)n1C
  A: 0%; B: 1.0; C: 4%; D: 0.6; E: -13%; F: -1%; G: -15%; H: -2; I: 18
O=C(NCc1ccccc1)/C(=C\c1ccc([N+](=O)[O-])cc1)NC(=O)c1ccco1
  A: -16%; B: -0.6; C: -18%; D: 1.1; E: 9%; F: -6%; G: -10%; H: -4; I: 11
CC(=O)Nc1scc(-c2ccccc2)[n+]1-c1ccc(C)cc1
  A: -10%; B: -2.0; C: 1%; D: -0.1; E: 26%; F: -10%; G: -16%; H: -8; I: -4
Cc1nn(-c2ccccc2)c2sc(C(=O)Nc3ccc(Cl)cc3Cl)cc12
  A: 3%; B: 0.3; C: 18%; D: 0.4; E: .; F: 4%; G: ?; H: 6; I: .
CC1CCC(C(=O)NC(C(=O)NCCN2CCC(C)CC2)C(C)C)CC1 (stereo not given)
  A: 6%; B: 0.4; C: 5%; D: -1.0; E: -5%; F: -11%; G: 3%; H: 1; I: -11
COc1cccc(N2CCN(C(C)C(=O)NC34CC5CC(CC(C5)C3)C4)CC2)c1 (stereo not given)
  A: 0%; B: -0.2; C: 21%; D: 0.5; E: 10%; F: ?; G: -19%; H: 24; I: 0
C[C@@H]1CN([C@@H](C)CO)C(=O)Cc2cc(NS(=O)(=O)c3ccccc3)ccc2O[C@H]1CN(C)S(C)(=O)=O
  A: -1%; B: .; C: -2%; D: .; E: -12%; F: 6%; G: -26%; H: .; I: .
Cc1cc(NC(=O)COc2ncnc3sc(C)c(C)c23)no1
  A: -6%; B: -0.3; C: -5%; D: -0.1; E: 3%; F: 2%; G: -5%; H: 9; I: -5
COc1ccccc1C(=O)COC(=O)c1nc2nc(C)cc(C)n2n1
  A: -8%; B: 2.4; C: -10%; D: 0.3; E: -2%; F: 8%; G: -7%; H: 14; I: 21
Cc1ccc(-n2cnc3ncnc(-c4ccccc4)c32)cc1
  A: 0%; B: -0.1; C: -3%; D: 1.9; E: 2%; F: 3%; G: -10%; H: -3; I: -12
COc1ccc(C2CC(c3ccc(Cl)cc3Cl)Nc3nc(N)nn32)cc1OC (stereo not given)
  A: -1%[57.1 µM]; B: 0.0; C: -9%[57.1 µM]; D: 4.7; E: -6%; F: ?; G: -20%; H: 1; I: 5
Cc1ccc(CNC(=O)CN(c2ccc(C)cc2)S(=O)(=O)c2c(C)nn(C)c2C)cc1
  A: 25%&5%; B: -0.7&-0.2; C: 4%&6%; D: 0.5; E: 1%&15%; F: ?; G: -26%&-11%; H: 5&-10; I: .
CCCC(=O)N=c1sc2cccc(F)c2n1C
  A: 4%[57.1 µM]; B: -0.4; C: 10%[57.1 µM]; D: -1.5; E: 6%; F: -5%; G: -7%; H: 2; I: -24
CCOC(=O)N1CCN(C(=O)C2CCN(C(=O)c3ccccc3C)CC2)CC1
  A: 6%; B: .; C: 2.5µM*; D: .; E: 0%; F: -3%; G: -28%; H: .; I: .
Cc1csc(NC(=O)c2cccc(C)c2C)n1
  A: -6%; B: 0.5; C: 9%; D: 0.2; E: 9%; F: 0%; G: -1%; H: -2; I: -14
Cc1cccc(OCC(=O)Nc2c(C)ccc3nsnc23)c1C
  A: 12%; B: -1.1; C: 7%; D: 0.5; E: 7%; F: -7%; G: -6%; H: -6; I: .
C/C=C/c1ccc(Oc2nnnn2-c2ccc(C(=O)O)cc2)c(OC)c1
  A: 8%; B: -0.1; C: ?; D: 0.3; E: 8%; F: 2%; G: 3%; H: -3; I: -15
COc1cc(C(CCN2CCCCC2)c2c(OC)cc(OC)c3c(C)cc(=O)oc23)cc(OC)c1OC (stereo not given)
  A: 1%; B: 0.2; C: 12%; D: -0.4; E: -12%; F: -6%; G: -23%; H: 3; I: -10
Oc1ccc(O)c(-c2cnns2)c1
  A: 6%[0.0914 µM]; B: -0.8; C: -8%; D: .; E: 0%; F: -9%; G: -2%; H: -1; I: .
O=C(COC(=O)Cc1cccc(C(F)(F)F)c1)NC1CCS(=O)(=O)C1 (stereo not given)
  A: 2%; B: 0.2; C: 3%; D: 0.2; E: 9%; F: -7%; G: -13%; H: -2; I: -6
Cc1cccc(NC(=O)NCCN2CCCCC2)c1
  A: 9%; B: 0.7; C: 19%; D: 0.0; E: 1%; F: 1%; G: -17%; H: 4; I: -17
CN(C(=O)CSc1nc(O)cc(=O)n1C1CCCC1)c1ccccc1
  A: 7%; B: 3.7; C: 1%; D: 2.9; E: 10%; F: 1%; G: -18%; H: 4; I: -13
S=C1SCN(Cc2cccnc2)CN1Cc1ccccc1
  A: 6%[57.1 µM]; B: 2.2; C: 15%[57.1 µM]; D: .; E: 1%; F: 4%; G: ?; H: -5; I: .

# Copied from the list.
# Cc1ccc(-n2cnc3ncnc(-c4ccccc4)c32)cc1 | TRHR enhancer: -3
# CCCc1nnc(SCC(=O)N2CCOCC2)n1C | D2 agonist: 0.6
# O=C(NCc1ccccc1)/C(=C\c1ccc([N+](=O)[O-])cc1)NC(=O)c1ccco1 | rTrxR1 inhibitor: -18%
# CCOC(=O)N1CCN(C(=O)C2CCN(C(=O)c3ccccc3C)CC2)CC1 | USP1-UAF1 inh: -28%

# Reprinted at random: two compounds from above
# Abbreviations: A = TrxR1 substrate; B = TRHR ag; C = rTrxR1 inhibitor; D = D2 agonist; E = mIDH1 inhibitor; F = Pin1 inh; G = USP1-UAF1 inh; H = TRHR enhancer; I = D2 antag
COc1ccccc1C(=O)COC(=O)c1nc2nc(C)cc(C)n2n1
  A: -8%; B: 2.4; C: -10%; D: 0.3; E: -2%; F: 8%; G: -7%; H: 14; I: 21
COc1ccc(C2CC(c3ccc(Cl)cc3Cl)Nc3nc(N)nn32)cc1OC (stereo not given)
  A: -1%[57.1 µM]; B: 0.0; C: -9%[57.1 µM]; D: 4.7; E: -6%; F: ?; G: -20%; H: 1; I: 5

# (list continues)
# Abbreviations: A = TrxR1 substrate; B = TRHR ag; C = rTrxR1 inhibitor; D = D2 agonist; E = mIDH1 inhibitor; F = Pin1 inh; G = USP1-UAF1 inh; H = TRHR enhancer; I = D2 antag
COc1ccc(OC)c(NC(=O)CCc2nnc3ccc(N4CCC(C)CC4)nn23)c1
  A: -5%; B: 0.0; C: 12%; D: 0.3; E: -5%; F: -4%; G: -2%; H: 2; I: 9
CCOc1ccc(Oc2ccc(S(=O)(=O)N3CCOCC3)cc2NC(=O)C2=COCCO2)cc1
  A: 5%; B: 0.9; C: 21%; D: 0.3; E: 5%; F: 16%; G: -11%; H: -8; I: -5
Cc1cc(=O)n2c(n1)NC(Nc1cccc(C)c1C)=NC2c1ccc(F)cc1 (stereo not given)
  A: -3%; B: 0.3; C: 0%; D: -0.1; E: -3%; F: 8%; G: -6%; H: 4; I: -3
Cc1cccc(C)c1NC(=O)CN(C)C(=O)c1cccc(S(=O)(=O)N2CCN(c3ccc(F)cc3)CC2)c1
  A: -14%; B: 0.5; C: -12%; D: 0.6; E: -1%; F: 13%; G: -15%; H: -3; I: 7
COc1ccccc1NC(=S)NCc1ccc2c(c1)cc(C)n2C
  A: 6%; B: 0.2; C: 18%; D: .; E: 8%; F: -1%; G: -24%; H: 3; I: .
Cc1cc(C(=O)N/N=C(\CCC(=O)O)c2cccs2)c2ccccc2n1
  A: -10%; B: 0.0; C: -4%; D: 1.2; E: 9%; F: 1%; G: -4%; H: 3; I: -12
Cc1cc(OCC(=O)Nc2ncn[nH]2)c(C)c(C)c1Br
  A: 7%; B: -1.6; C: 27%; D: -1.0; E: 9%; F: 2%; G: -28%; H: -4; I: .
COC1C=CC(CNC(=O)c2cc3c(=O)n4cccc(C)c4nc3n2C)(OC)O1 (stereo not given)
  A: 91%[activator]; B: -0.3; C: 6%; D: -0.1; E: 19%; F: -2%; G: -19%; H: -2; I: 2
COc1ccc(C(=O)Nc2ccc(S(=O)(=O)Nc3nccnc3OC)cc2)cc1OC
  A: -8%; B: -0.1; C: -14%; D: -0.4; E: 0%; F: -8%; G: -1%; H: -1; I: -1
COc1cc(C)cc(CN2CCC(Cc3ccccc3)CC2)c1O
  A: 5%; B: 1.1; C: 26%; D: 0.9; E: 2%; F: -4%; G: -20%; H: 6; I: -5
O=C1OCC=C1NNC(=O)c1cccnc1
  A: -6%; B: -0.5; C: -1%; D: 0.0; E: 2%; F: -4%; G: -11%; H: 4; I: 5
CN(C(=O)c1ccccn1)c1nnc(-c2ccccn2)s1
  A: 38%[activator]; B: 0.6; C: ?; D: 0.7; E: 1%; F: 1%; G: -4%; H: 3; I: -5
CCOC(=O)[C@H]1[C@H]2COc3ccc(Cl)cc3[C@H]2N2C(=O)CNC(=O)[C@@]12C
  A: 0%; B: .; C: 13%; D: .; E: -3%; F: -10%; G: -14%; H: .; I: .
CCOc1ccccc1N(CC(=O)N1CCCC1)S(C)(=O)=O
  A: 6%[57.1 µM]; B: 0.6; C: 13%[57.1 µM]; D: -0.5; E: 7%; F: -13%; G: -10%; H: 4; I: 4
C/C(N)=C(/C#N)C(=O)COC(=O)c1cc(-c2cccc(Br)c2)nc2ccccc12
  A: -3%; B: -0.7; C: -9%; D: -2.1; E: 8%; F: 0%; G: -21%; H: 5; I: -4
CCc1ccc(NC(=O)C2(c3cccs3)CCOCC2)cc1
  A: 1%[57.1 µM]; B: 0.2; C: 27%[57.1 µM]; D: -0.8; E: 28%; F: -6%; G: 4%; H: -1; I: .

# These rows are one share of the data; the hit share may differ from the screen's.
